aSyn tox rescue: rescues yeast growth from alpha-synuclein toxicity | Potency, µM (titrated, usually from 46.1 µM), without a hit: at the highest dose growth rescue (activation), actives largely listed as activators | actives 0.02% (n = 94,000) | S. cerevisiae alpha-synuclein toxicity rescue, BacTiter-Glo growth, 24 h; active = well fitted activation curve with a large enough effect; inconclusive = small, poorly fitted or top-dose-only effect; note: 0% is about no effect
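Growth restoration measured by BacTiter-Glo luminescence after 24 hr at 30 deg C; alpha-synuclein yeast, raffinose-pregrown to mid-log, were added at OD600=0.02 in galactose medium onto pinned compounds.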
* hit, by the source's call; ? = inconclusive; & = joins results of further samples; [ ] = remark or other dose. Potency is the fitted concentration of half-maximal effect.

The first 4 entries as a preview:
SMILES	aSyn tox rescue
CCN(CC)c1ccc(C(=O)NCc2ccc3c(c2)CCN3C(=O)c2cccc(C)c2)cc1	-4%
O=C(NCC(c1ccc2c(c1)OCO2)N1CCOCC1)c1ccccc1F (stereo unspecified)	-8%
COc1ccc(OC)c(NC(=O)CCNS(=O)(=O)c2ccc3c(c2)CC(C)N3C(C)=O)c1 (stereo unspecified)	-1%
O=C(NCc1cccnc1)c1ccc(CS(=O)(=O)c2ccc(Br)cc2)o1	9%

This part in full, from the start:
SMILES	aSyn tox rescue
CCN(CC)c1ccc(C(=O)NCc2ccc3c(c2)CCN3C(=O)c2cccc(C)c2)cc1	-4%
O=C(NCC(c1ccc2c(c1)OCO2)N1CCOCC1)c1ccccc1F (stereo unspecified)	-8%
COc1ccc(OC)c(NC(=O)CCNS(=O)(=O)c2ccc3c(c2)CC(C)N3C(C)=O)c1 (stereo unspecified)	-1%
O=C(NCc1cccnc1)c1ccc(CS(=O)(=O)c2ccc(Br)cc2)o1	9%
CCOc1ccc(NC(=O)CSc2cn(CC(=O)N3CCOCC3)c3ccccc23)cc1	2%
O=C(NNc1c2ccccc2nc2ccccc12)C12CC3CC(CC(C3)C1)C2	-2%
CCOc1ccccc1CNS(=O)(=O)c1ccc2c(c1)CCCN2C(C)=O	1%
Cc1ccc(C(=O)c2oc3ccccc3c2NC(=O)c2cc(=O)c3cc(C)ccc3o2)cc1	-7%
COc1cc(/C=N/NC(=O)c2cc(C)oc2C)ccc1O	-2%
COc1ccc(CC(=O)Cc2ccc(OC)c(OC)c2)cc1OC	-3%
COc1ccc(NC(=O)COC(=O)CCc2ccccc2)c(OC)c1	14%
Cc1cccc(C(=O)Nc2cc(Cl)ccc2-n2cncn2)c1[N+](=O)[O-]	-11%

Ordered by formula weight (lowest first): some entries from above
SMILES	aSyn tox rescue
COc1cc(/C=N/NC(=O)c2cc(C)oc2C)ccc1O	-2%
O=C(NCC(c1ccc2c(c1)OCO2)N1CCOCC1)c1ccccc1F (stereo unspecified)	-8%
CCOc1ccccc1CNS(=O)(=O)c1ccc2c(c1)CCCN2C(C)=O	1%

Following part
SMILES	aSyn tox rescue
Cc1ccc2c(c1)N(CCCC(=O)NCc1cccc(F)c1)C(=O)CO2	-5%
COC(=O)c1ccccc1NC(=O)Cn1c(CCC(=O)O)ccc1-c1cccs1	18%
CN(C)S(=O)(=O)c1cccc(NC(=S)N/N=C/c2cc(Br)ccc2O)c1	-7%
CCOc1ncccc1C(=O)N1CCN(c2ccc(C(F)(F)F)cn2)CC1	-1%
Cc1ccc(C(=O)c2cn(CC(=O)Nc3ccc4c(c3)OCCO4)c3nc(C)ccc3c2=O)cc1	-8%
CC1CCc2c(sc3nnn(CC(=O)Nc4c(C(C)C)cccc4C(C)C)c(=O)c23)C1 (stereo unspecified)	1%
Cc1ccc(NC(=O)c2ccccc2NC(=O)c2cccs2)cc1	-4%
COc1ccccc1CNC(=O)CSc1nc(-c2ccc(OC)c(OC)c2)cc(C(F)(F)F)n1	6%
O=C(CCC(=O)N1CCOc2ccc(Cl)cc21)NCCCN1CCN(c2ccccc2F)CC1	-1%
CC(=O)c1ccc(OCc2cccc(C(F)(F)F)c2)cc1O	-14%
Cc1ccccc1C(=O)N1CCC(C(=O)NC2CCCCC2)CC1	6%
O=C(O)CN1C(=O)/C(=C\c2cc(Br)ccc2OCc2ccc(Cl)cc2Cl)SC1=S	-48%[inhibitor]
CCOC(=O)c1c(C)[nH]c(C)c1S(=O)(=O)N1CCC(C(=O)NCc2ccc(C)cc2)CC1	0%
O=C(Cn1nc(-c2cccs2)ccc1=O)Nc1ccc(Br)cc1	-1%
CC(=O)c1nn(-c2ccc(OC(F)(F)F)cc2)nc1Nc1ccc(Cl)cc1	-1%
Cc1ccc(CNC(=O)C2CCN(S(=O)(=O)N3CCC(C)CC3)CC2)cc1	3%&-7%
CCOc1ccc(CCNC(=O)c2ccc(-n3c(C)cc4c3CCCC4)cc2)cc1OCC	-9%
FC(F)(F)c1nc2nccnc2[nH]1	3%
Cc1cccc(C(=O)Nc2ccc(C(=O)N/N=C/c3cccnc3)cc2)c1	2%
O=C(CSC1=NS(=O)(=O)c2cc(Cl)ccc2N1)c1ccc(Cl)cc1	1%
CC1CN(c2cc(=O)n(Cc3ccc(F)cc3)c(=O)[nH]2)CC(C)O1 (stereo unspecified)	0%
CC(=O)c1ccc(NC(=O)CCn2cccn2)cc1	-1%
Cc1cc(C)c(S(=O)(=O)N2CC=C(c3ccccc3)CC2)c(C)c1	14%
Cc1ccc(Nc2nnc(-c3ccccc3N)o2)cc1C	1%
CC1CN(c2cc(=O)n(-c3ccccc3)c(=O)[nH]2)CC(C)O1 (stereo unspecified)	0%
Cc1nc(CN2CCN(C(=O)c3ccc(C(C)(C)C)cc3)CC2)cs1	-2%
Cc1ccc2cc(C)c3nnc(SCc4ccc(C(=O)O)cc4)n3c2c1C	5%
CCOC(=O)c1cn(CC#N)c2cc(F)c(F)cc2c1=O	-12%
O[C@@H]1C[C@H](c2ccccc2)N(Cc2cccs2)C[C@H]1n1cc(C2CC2)nn1	10%
COCC(=O)N1CCN(c2cccc(Cl)c2)CC1	-4%
COc1ccccc1N1CCN(C(=O)CCC(=O)O)CC1	-14%
COc1ccc(C(=O)Nc2ccc(-c3cc(C(F)(F)F)nn3-c3ccccc3)cc2)cc1OC	-3%
O=C(CNS(=O)(=O)c1cccs1)N1CCN(c2cccc(C(F)(F)F)c2)CC1	-2%
O[C@H]1C[C@H](c2ccc(Cl)cc2)N(Cc2cccs2)C[C@@H]1n1cc(C2CC2)nn1	-1%
Cc1ccc(S(=O)(=O)Nc2ccc(N3CCOCC3)nc2)cc1	-1%
Cc1ccc(C(=O)Nc2nc3nc(C)cc(=O)n3[nH]2)cc1	-10%
Cc1ccc(C(=O)NC2CC(=O)N(c3ccc4c(c3)OCCO4)C2)cc1[N+](=O)[O-] (stereo unspecified)	-3%
COc1cc2c(cc1OC)-c1cc(N3CCc4ccccc43)nc(=O)n1CC2	-6%
O=C(NCc1ccc2c(c1)CCN2C(=O)c1ccccc1)c1ccc(Br)o1	0%
CCc1ccc(CNC(=O)c2c3c(nc4ccccc24)C(=O)N(C2CCCCC2)C3)cc1	-5%
C/C(=N\NC(=O)CNC(=O)c1ccncc1)c1ccc(C)cc1	3%
O=C(Cn1cc(SCc2ccc(C(F)(F)F)cc2)c2ccccc21)N1CCOCC1	7%
Cc1c(Cl)cccc1NC(=O)CSc1nc(=O)n(Cc2ccccn2)c2c1CCC2	1%
CCc1ccc(-n2nnc(-c3nc(-c4ccc(C)cc4)no3)c2N)cc1	1%
O=C(CC1SC(=NCCc2ccccc2)N(/N=C/c2cccs2)C1=O)Nc1ccc(Cl)cc1 (stereo unspecified)	1%
COc1ccc2nc(N3CCN(C(=O)C4CC4)CC3)sc2c1	0%
CCOC(=O)Nc1ccc(S(=O)(=O)N2CCC(c3nc4ccccc4[nH]3)CC2)cc1	2%
COc1cc(NC(=O)CSc2ncc3c(n2)-c2ccc(Cl)cc2N(Cc2ccccc2)S3(=O)=O)cc(OC)c1	-5%
COc1ccc(-c2nn(-c3cccc(F)c3)c3c2cnc2cc(OC)c(OC)cc23)cc1	-1%
COc1ccc(N2CCN(C(=O)COC(=O)c3cc(S(=O)(=O)N(C)C)ccc3N3CCCC3)CC2)cc1	4%
CC(=O)C1=C(c2ccc(F)cc2)N(C(C)=O)n2c(nnc2C2CCCCC2)S1	-20%
CC(C)NC(=O)N(C)C[C@@H]1Oc2cc(Br)ccc2S(=O)(=O)N([C@@H](C)CO)C[C@H]1C	-4%
Cc1nc(-n2nc(C)c(Cc3ccc(Cl)cc3)c2C)sc1C(=O)N1CCCCC1C (stereo unspecified)	-7%
COC(=O)c1ccccc1NC(=O)c1cc2nc(-c3ccc(OC)cc3)cc(C(F)(F)F)n2n1	-7%
COC(=O)c1ccc(C2C=C(c3ccc(Cl)cc3)Nc3nc4ccccc4n32)cc1 (stereo unspecified)	-15%
N#CC1=C2SCN(c3ccccc3)CN2C(=O)CC1c1c(Cl)cccc1Cl (stereo unspecified)	5%
Cc1cccc(-n2nnnc2SCC(=O)Nc2cccc(S(N)(=O)=O)c2)c1	0%
Cc1ccc(-n2nc3c(N4CCC(C(=O)NCCC(C)C)CC4)nnc(C)c3c2C)cc1	-1%
COc1ccc(CN2C(=O)C(CC(=O)NCc3ccco3)CC(C(=O)N(C(C)C)C(C)C)=C2C)cc1 (stereo unspecified)	-9%
Cn1c(N)c(N=Nc2ccc(S(N)(=O)=O)cc2)c(=O)n(C)c1=O	2%

Continued.
SMILES	aSyn tox rescue
CCOC(=O)C(CC)Sc1nnc2[nH]c(=O)cc(C)n12 (stereo unspecified)	-4%
O=[N+]([O-])c1ccc(S(=O)(=O)Nc2ccc(-c3ccccc3)cc2)cc1	7%
CC(OC(=O)c1cc(Br)ccc1O)C(=O)NCc1ccc2c(c1)OCO2 (stereo unspecified)	2%
COC(=O)CSc1nc(-c2ccc(F)cc2)cc(C(F)(F)F)n1	-11%
Cc1cc(C)n(CC(=O)Nc2ccc(F)c(F)c2)c(=O)c1C#N	-5%
Cc1cc(=O)oc2c3c(ccc12)OCN(Cc1ccc(Cl)cc1)C3	2%
CCCN1CCc2nc(N3CCN(c4ncccn4)CC3)ncc2C1	3%
Cc1ccc(S(=O)(=O)N2CCN(C(=O)c3ccc(Cl)nc3)CC2)cc1	-3%
CC1=C(c2ccc(C)cc2)S(=O)(=O)NC1=NCCCN1CCN(c2cc(C)ccc2C)CC1	-1%
CCc1ccc(CN(C(=O)c2cc(=O)c3ccc(C)cc3o2)C2CCS(=O)(=O)C2)cc1 (stereo unspecified)	1%
O=[N+]([O-])c1ccccc1NCc1c(O)ccc2ccccc12	3%
Cc1cc(C)c2c(=O)cc(C(=O)Nc3ccc(C)c(Cl)c3)oc2c1	-10%
CCCCC(=O)Nc1cc(-c2cn3cccnc3n2)ccc1C	-9%
O=C(N/N=C/c1ccccn1)c1ccc(NC(=O)c2ccc(F)cc2)cc1	0%
CCOc1ccc(/C=C/C(O)=C2/C(=O)NC3(C)CC2c2ccccc2O3)cc1OC (stereo unspecified)	8%
CC(C)N1C(=S)N(Cc2ccco2)C(=O)C1CC(=O)Nc1ccccc1 (stereo unspecified)	13%
O=C(CC1N=C2c3ccccc3N=C(SCc3ccc(F)cc3)N2C1=O)NCc1ccc2c(c1)OCO2 (stereo unspecified)	10%
CC(C)c1ccc(NC(=O)N2c3ccccc3Sc3ccccc32)cc1	-5%
Cc1ccc(C(O)(CCN2CCCCC2)c2ccccc2)cc1 (stereo unspecified)	-5%
Cc1ccc(NC(=O)Cn2nc(-c3ccccc3)nc(Cc3ccccc3)c2=O)cc1	2%
CCOC(=O)c1cccc(NC(=O)N2CC=C(c3c[nH]c4ccccc34)CC2)c1	1%
O=C(Nc1cccc(C(F)(F)F)c1)c1cc(-c2ccc(Cl)cc2)on1	-4%
COc1cc(CNC(=O)c2sc3ncccc3c2-n2cccc2)cc(OC)c1OC	-7%
Cn1cc(CNCCCn2ncc3ccccc32)c(-c2ccccc2F)n1	13%

Shown with bars between the fields: three of the compounds above.
SMILES | aSyn tox rescue
Cc1ccc(C(=O)NC2CC(=O)N(c3ccc4c(c3)OCCO4)C2)cc1[N+](=O)[O-] (stereo unspecified) | -3%
COc1cc2c(cc1OC)-c1cc(N3CCc4ccccc43)nc(=O)n1CC2 | -6%
O=C(NCc1ccc2c(c1)CCN2C(=O)c1ccccc1)c1ccc(Br)o1 | 0%

The list goes on.
SMILES	aSyn tox rescue
CC(Oc1cccc(Cl)c1)C(=O)Nc1ccccc1C(=O)N1CCCCC1 (stereo unspecified)	-10%
CCOc1cccc2sc(NC(=O)c3ccc(S(=O)(=O)N4CCCc5ccccc54)cc3)nc12	-1%
Cc1ccc(S(=O)(=O)N2CCC(c3ccncc3)CC2)c(C)c1	4%
O=[N+]([O-])c1ccc(Oc2ccc(S(=O)(=O)Nc3ccccc3)cc2)cc1	?
COc1cccc(C(=O)Nc2nnc(S(=O)(=O)Nc3cccc(C)c3)s2)c1	2%
CC(C)C(OC(=O)c1ccc(Cl)nc1)C(=O)NC1CCCCC1 (stereo unspecified)	6%
Nc1cc(=O)[nH]c(SCC(=O)N2CCN(S(=O)(=O)c3ccc4ccccc4c3)CC2)n1	3%
O=C1CC(c2nc(-c3ccccc3)no2)CN1c1ccccc1 (stereo unspecified)	6%
COc1ccc2oc(-c3ccc(C)c(NC(=O)c4cccnc4)c3)nc2c1	-6%
CN1CCN(c2ccc(-c3nc(-c4ccccc4)no3)cc2[N+](=O)[O-])CC1	-2%
O=C(Cn1c(-c2cccs2)cc2ccccc21)NCCCN1CCN(c2cccc(Cl)c2)CC1	-31%[inhibitor]
COc1cccc(/C=C/C(=O)NCc2ccc(S(N)(=O)=O)cc2)c1	-7%
Cc1csc(NC(=O)c2cnc3ccccc3n2)n1	4%
Cc1cccc(C)c1NC(=O)C1CC2CCC1C2 (stereo unspecified)	-13%
Cc1ccc(CSc2nc3ccccc3c3nc(CCn4c(C)nc5ccccc54)nn23)cc1	2%
COc1ccc(-c2cc(C(F)(F)F)n3nc(C(=O)NCC45CC6CC(CC(C6)C4)C5)cc3n2)cc1OC	1%
CCOC(=O)C1=C(C(F)(F)F)Nc2ncnn2C1c1cccc(OC)c1OC (stereo unspecified)	6%

This is a subset (hit frequency here may not be typical).
